Compound activity from PubChem BioAssay.
Giardia kill: kills Giardia lamblia; Giardia lamblia trophozoite viability; activity change, % at 7.66 µM, hits read low; hit rate 0.15% among 340,000; AID 540267; in the data active = activity change below about -80%; inconclusive = between about -30% and that limit;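 note: parasites exposed to compound for two days anaerobically before the ATP read; % is set by controls: 0 for no effect and ±100 for the full control effect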
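Anaerobic 48 hrs incubation at 37 deg C of 100 trophozoites/well with test compounds; ATPLite 1-Step luminescence, 15-30 min RT, reports cellular ATP as viability.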
NPC1 promoter act: NPC1 promoter activation | Huh7 NPC1 promoter luciferase reporter, 24 h | Potency, µM (doses to about 9.22 µM), inactives show at the highest dose activation, hits mostly activators | hit rate 2.4% among 320,000 | AID 485313;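 note: potency is the fitted concentration of half-maximal effect; % of control where 0% means no effect; nearly all actives have a fitted effect of over 60% in size; reporter is driven by a mutant NPC1 promoter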
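Luminescence from an NPC1 promoter-driven luciferase reporter in stably transfected Huh7 cells was measured after 24 h compound treatment at 37 °C, followed by 10 min ambient incubation with luciferase detection reagent.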
BRCA1 expr up: BRCA1 expression activation | Potency, µM (titrated, usually from 46.1 µM), without a hit: at the top dose activation, usual class: activators | MCF7-BRCA1-FFLuc reporter, luminescence, 48 h; response scale: scaled: vehicle 0%, 10 µM genistein 100% | hit rate 1.1% among 380,000; note: potency is the fitted concentration of half-maximal effect; nearly all actives have a fitted effect of over 80% in size; some results filed as inactive show a strong effect at the top dose
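Cells: MCF7-BRCA1-FFLuc, 2000/well. Exposure: 48 h, 37 °C, 5% CO2. Read: luminescence, 15 min post-substrate. Controls: genistein 10 microM (maximal activation), DMSO (neutral).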
Menin MLL FP TR: displaces Texas Red mutant MLL peptide from human menin | Potency, µM (series often up to 61.6 µM), inactives show at the highest dose FP activity change, negative = inhibition, most hits filed as inhibitors | Menin + Texas Red MLL mutant peptide, fluorescence polarization | hit rate 0.23% among 270,000 | AID 1768 | O00255; active = well fitted inhibition curve with a large enough effect in the polarisation, with a control signal flat, not every such curve was filed as active; inconclusive = small, poorly fitted or top-dose-only effect, or effect the other way, or a change in a side signal; inactive = no such curve, though single readings can be large or run the other way; the % refers to the polarisation; note: potency is the fitted concentration of half-maximal effect; % of control where 0% means no effect; many of its hits are not listed in these tables
Target sequence (O00255 whole entry, looked up): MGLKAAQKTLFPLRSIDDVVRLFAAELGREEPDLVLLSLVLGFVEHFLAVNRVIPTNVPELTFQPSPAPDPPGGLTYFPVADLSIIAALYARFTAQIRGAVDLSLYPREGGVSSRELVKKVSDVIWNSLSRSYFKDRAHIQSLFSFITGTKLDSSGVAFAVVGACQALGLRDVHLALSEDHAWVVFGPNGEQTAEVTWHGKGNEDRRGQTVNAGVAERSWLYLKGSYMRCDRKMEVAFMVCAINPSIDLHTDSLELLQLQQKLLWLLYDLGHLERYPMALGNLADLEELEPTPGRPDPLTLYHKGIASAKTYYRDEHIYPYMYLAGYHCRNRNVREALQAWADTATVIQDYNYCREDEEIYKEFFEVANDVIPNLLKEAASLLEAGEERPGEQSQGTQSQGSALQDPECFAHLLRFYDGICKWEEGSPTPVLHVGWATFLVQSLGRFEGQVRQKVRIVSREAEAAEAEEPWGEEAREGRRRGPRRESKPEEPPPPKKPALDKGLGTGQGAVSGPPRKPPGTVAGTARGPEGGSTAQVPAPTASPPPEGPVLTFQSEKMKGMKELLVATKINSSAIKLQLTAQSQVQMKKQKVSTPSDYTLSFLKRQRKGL
PKM2 activator: PKM2 (human) enzyme activation; Potency, µM (doses to about 57.5 µM), for the others: at the highest dose activation, most hits filed as activators; P14618; purified PKM2, Kinase-Glo ATP luminescence, activation; response scale: 0% is enzyme alone, no compound; hit rate 0.34% among 260,000; AID 1631; note: potency is the fitted concentration of half-maximal effect; % is set by controls: 0 for no effect and ±100 for the full control effect; nearly all actives have a fitted effect of over 55% in size
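ATP formation by purified human PK-M2, quantified via coupled luciferase luminescence after 1 h at room temperature with 0.1 mM ADP and 0.5 mM PEP final.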
FLuc counter: counter-screen for miR-21 project: firefly luciferase inhibitors or activators; hit rate 6.9% among 360,000; purified FLuc, Km substrates, luminescence inhibition; P08659; Potency, µM (highest dose often 57.5 µM), for inactives: at the highest dose activity change, negative = inhibition, actives largely listed as inhibitors; AID 588342;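 note: potency is the fitted concentration of half-maximal effect; plate controls were vehicle for no effect and reference inhibitor for full effect; nearly all actives have a fitted effect of over 55% in size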
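Purified P. pyralis luciferase, 10 nM final, with Km-level 10 uM D-luciferin and 10 uM ATP in 50 mM Tris acetate pH 7.5, 10 mM Mg acetate, 0.01% Tween-20, 0.05% BSA; 6-point qHTS titration about 60 µM downward; luminescence read.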
ELG1 genotox: induces genotoxicity in HEK293T cells with luciferase-tagged ELG1; HEK293T ELG1-luciferase reporter, luminescence, 16 h; hit rate 1.3% among 330,000; Potency, µM (series often up to 46 µM), inactives show at the top dose activity change, positive = activation, hits mostly activators; note: potency is the fitted concentration of half-maximal effect; % of control where 0% means no effect; nearly all actives have a fitted effect of over 60% in size
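Cells (2,000/well) expressing the ELG1-luciferase fusion are dosed by pin tool and kept 16 hr at 37 °C, 5% CO2. Signal comes from ONE-Glo luciferase reagent after 30 min at room temperature.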
RORg inh: blocks mouse ROR gamma transcriptional activity | P51450 | Drosophila S2 Gal4-RORgamma UAS-luciferase reporter, 20 h | Potency, µM (top dose mostly 53.6 µM), without a hit: at the highest dose activity change, negative = inhibition, usual class: inhibitors | hit rate 5.4% among 310,000 | AID 2551; note: potency is the fitted concentration of half-maximal effect; % is set by controls: 0 for no effect and ±100 for the full control effect; nearly all actives have a fitted effect of over 60% in size
Target sequence (P51450 whole entry, looked up, the tested form may be a part): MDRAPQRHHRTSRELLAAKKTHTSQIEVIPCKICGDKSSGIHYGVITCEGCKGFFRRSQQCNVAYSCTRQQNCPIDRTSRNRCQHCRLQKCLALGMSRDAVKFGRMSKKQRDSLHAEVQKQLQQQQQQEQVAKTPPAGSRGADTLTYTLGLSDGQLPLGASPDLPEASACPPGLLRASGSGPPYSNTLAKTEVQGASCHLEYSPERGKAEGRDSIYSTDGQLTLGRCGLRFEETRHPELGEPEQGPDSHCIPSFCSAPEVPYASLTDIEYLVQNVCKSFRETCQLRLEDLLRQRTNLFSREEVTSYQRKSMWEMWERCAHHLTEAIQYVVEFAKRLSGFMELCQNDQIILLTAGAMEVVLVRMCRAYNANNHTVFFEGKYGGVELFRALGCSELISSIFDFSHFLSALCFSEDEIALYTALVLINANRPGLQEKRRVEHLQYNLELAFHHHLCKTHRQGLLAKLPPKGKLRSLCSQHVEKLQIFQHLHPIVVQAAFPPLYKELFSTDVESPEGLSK
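Luciferase reporter read in Schneider cells carrying Gal4-RORγ (mouse) and UAS-Photinus luciferase; cells given compound 1 h before 700 uM copper sulfate induction, then incubated 20 h at ambient temperature.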
Rab9 promoter act: activates the Rab9 promoter; AID 485297; Huh7 Rab9 promoter-luciferase reporter, luminescence, 24 h; Potency, µM (series often up to 9.22 µM), without a hit: top-dose activation, negative = inhibition, usual class: activators; hit rate 2.8% among 320,000; note: potency is the fitted concentration of half-maximal effect; % of control where 0% means no effect; nearly all actives have a fitted effect of over 60% in size
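Huh7 cells stably carrying Rab9 promoter–luciferase reporter, plated 1500 cells/well, compound added after 2 h and incubated 24 h at 37 °C; luciferase luminescence then read after 10 min with detection reagent.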
VP16 counter: Gal4-VP16 reporter inhibition counter-screen | Drosophila S2 Gal4-VP16 UAS-luciferase, luminescence, 20 h | Potency, µM (top dose mostly 53.6 µM), without a hit: top-dose activity, negative = inhibition, hits mostly inhibitors | hit rate 3.5% among 310,000;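 note: Gal4-VP16 expression switched on by copper sulfate through the metallothionein promoter; potency is the fitted concentration of half-maximal effect; % is set by controls: 0 for no effect and ±100 for the full control effect; nearly all actives have a fitted effect of over 50% in size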
p53 reactivator: mutant p53 re-activation in reporter cells; H1299 p53-A138V BP100-luciferase reporter, luminescence, 24 h; Potency, µM (series often up to 92.2 µM), inactives show at the top dose activity change, positive = activation, hits mostly activators; hit rate 0.063% among 320,000; AID 504706; note: potency is the fitted concentration of half-maximal effect; % of control where 0% means no effect; nearly all actives have a fitted effect of over 45% in size
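H1299 (p53-null), stable ts p53-A138V + BP100-Luc; 1000 cells/well, Opti-MEM/10% FBS; cpd 4 pt, 1:5; 24 h, 37 deg C, 5% CO2; detection reagent 10 min RT; luminescence.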
* hit, by the source's call; [ ] = remark or other dose. Unless noted, calls come from the whole dose curve; as a rule, active = well fitted curve in the direction sought with a large enough effect; inconclusive = small, poorly fitted or top-dose-only effect, or another doubt; inactive = no such curve, though single readings can be large; an effect the other way counts as inactive or inconclusive. The list is partial; count on the stated rates, not on these rows.

How did CN1CCN(CCCNC(=O)CCC(=O)N2CCOc3ccccc32)CC1 do in these assays?
Giardia kill: 4; NPC1 promoter act: -2%; BRCA1 expr up: -4%; Menin MLL FP TR: -10%; PKM2 activator: -4%; FLuc counter: -3%; ELG1 genotox: 2%; RORg inh: -21%; Rab9 promoter act: -6%; VP16 counter: 4%; p53 reactivator: -5%

How did COC(=O)c1ccc(C(=O)OC)c(NC(=S)N2CCOCC2)c1 do in these assays?
Giardia kill: -2; NPC1 promoter act: -6%; BRCA1 expr up: -3%; Menin MLL FP TR: 0%; PKM2 activator: -1%; FLuc counter: -2%; ELG1 genotox: -5%; RORg inh: -9%; Rab9 promoter act: -6%; VP16 counter: 1%[10 µM]; p53 reactivator: -3%

How did CCOC(=O)C1=C(C)N=C2c3ccccc3C(=O)C2C1c1ccc(Br)cc1 (centres undefined) do in these assays?
NPC1 promoter act: -2%; Menin MLL FP TR: inconclusive; PKM2 activator: 9%; FLuc counter: 1%; ELG1 genotox: -2%; RORg inh: -19%; Rab9 promoter act: -2%; VP16 counter: inconclusive; p53 reactivator: -16%

What do the screens show for `COc1ccccc1C(CNC(=O)COc1ccccc1C)N1CCCC1` (centres undefined)?
Giardia kill: 5; NPC1 promoter act: 8%; BRCA1 expr up: -11%; FLuc counter: 1%; ELG1 genotox: -4%; Rab9 promoter act: -1%; p53 reactivator: -2%

How did O=C1CCNCCN1[C@H](CO)Cc1ccccc1 do in these assays?
Giardia kill: -6; NPC1 promoter act: -4%; BRCA1 expr up: 21%; Menin MLL FP TR: -3%; PKM2 activator: -1%; FLuc counter: 1%; ELG1 genotox: 0%; RORg inh: -14%; Rab9 promoter act: 0%; VP16 counter: -8%; p53 reactivator: 8%

What do the screens show for `COc1cc(C(=O)OCC(C)=O)ccc1OCc1c(C)noc1C`?
Giardia kill: -19; NPC1 promoter act: -27%; BRCA1 expr up: -24%; Menin MLL FP TR: 8%; PKM2 activator: 0%; FLuc counter: -1%; ELG1 genotox: 1%; RORg inh: -32%; Rab9 promoter act: -9%; VP16 counter: 0%; p53 reactivator: -2%

What do the screens show for `CCN(C(=O)COC(=O)CNS(=O)(=O)c1ccc(SC)c([N+](=O)[O-])c1)C1CCCCC1`?
Giardia kill: 9; NPC1 promoter act: 0%; BRCA1 expr up: -5%; FLuc counter: -1%; ELG1 genotox: 0%; Rab9 promoter act: 4%

What do the screens show for `O=C(CN1CCN(CC(=O)Nc2ccccc2Cl)CC1)Nc1ccc2c(c1)OCCO2`?
Giardia kill: 12; NPC1 promoter act: -5%; BRCA1 expr up: 1%; Menin MLL FP TR: -2%; PKM2 activator: -3%; FLuc counter: -1%; ELG1 genotox: -7%; RORg inh: 13%; Rab9 promoter act: -1%; VP16 counter: -6%; p53 reactivator: 2%

How did Cc1cccc(NC(=O)C2CCN(S(=O)(=O)c3cccc4nsnc34)CC2)n1 do in these assays?
Giardia kill: 8; NPC1 promoter act: -3%; BRCA1 expr up: 0%; PKM2 activator: -2%; FLuc counter: 1%; ELG1 genotox: -6%; RORg inh: 19%; Rab9 promoter act: -5%; VP16 counter: -5%; p53 reactivator: -6%

Results for Cc1cccc(C(=O)NCC(=O)OCC(=O)N(C)CC(=O)Nc2ccc(F)cc2)c1 ?
Giardia kill: -10; NPC1 promoter act: -1%; BRCA1 expr up: -9%; FLuc counter: -5%; ELG1 genotox: -1%; Rab9 promoter act: -3%; p53 reactivator: 1%

How did CCCNC(=O)[C@H](C)NC(=O)c1ccc(Br)cc1 do in these assays?
Giardia kill: -1; NPC1 promoter act: -4%; BRCA1 expr up: -5%; Menin MLL FP TR: -6%; PKM2 activator: 12%; FLuc counter: 3%; ELG1 genotox: 0%; RORg inh: 24%; Rab9 promoter act: 12%; VP16 counter: -14%; p53 reactivator: -2%

What do the screens show for `COC(=O)c1ccc(NC(=O)CCCN2C(=O)NC(C)(C)C2=O)cc1`?
Giardia kill: 32[activator]; NPC1 promoter act: -3%; BRCA1 expr up: 5%; FLuc counter: 5%; ELG1 genotox: 12%; Rab9 promoter act: 1%; p53 reactivator: -7%

What do the screens show for `Oc1[nH]c2ccccc2c1N=Nc1ncnc2c1oc1ccccc12`?
NPC1 promoter act: inconclusive; PKM2 activator: -7%; FLuc counter: inconclusive; ELG1 genotox: 0%; RORg inh: 6%; Rab9 promoter act: inconclusive; VP16 counter: -2%; p53 reactivator: 0%

How did Cc1cc(C)cc(NC(=O)c2cc(C)n(Cc3cccs3)c2C)c1 do in these assays?
Giardia kill: inconclusive; NPC1 promoter act: 1.1µM*; BRCA1 expr up: inconclusive; PKM2 activator: -6%; FLuc counter: 0.34µM*; ELG1 genotox: inconclusive; RORg inh: -37%; Rab9 promoter act: 0.71µM*; VP16 counter: -26%; p53 reactivator: 11%

How did CCc1nc2sc(C(C)=O)c(N)c2c2c1CCCC2 do in these assays?
Giardia kill: 14; NPC1 promoter act: -2%; BRCA1 expr up: 1%; PKM2 activator: 28%; FLuc counter: -12%; ELG1 genotox: -7%; RORg inh: -13%; Rab9 promoter act: -7%; VP16 counter: 3%; p53 reactivator: -2%

Results for CC(=O)c1ccc(OCCOc2ccc(Cl)c3cccnc23)cc1 ?
Giardia kill: -3; NPC1 promoter act: -3%; BRCA1 expr up: 17%; Menin MLL FP TR: -12%; PKM2 activator: -4%; FLuc counter: -3%; ELG1 genotox: -8%; RORg inh: 8%; Rab9 promoter act: -18%; VP16 counter: -1%; p53 reactivator: -5%

How did CN(C)S(=O)(=O)c1cccc(NC(=O)CN2C(=O)NC3(CCc4ccccc4C3)C2=O)c1 (centres undefined) do in these assays?
Giardia kill: 27; NPC1 promoter act: -4%; BRCA1 expr up: 0%; Menin MLL FP TR: 11%; PKM2 activator: 5%; FLuc counter: -3%; ELG1 genotox: -2%; RORg inh: 9%; Rab9 promoter act: 15%; VP16 counter: 1%; p53 reactivator: 4%

What do the screens show for `Cc1ccc(C)c(OCc2cc(C(=O)N(C)Cc3ccccn3)no2)c1`?
Giardia kill: -13; NPC1 promoter act: 1%; BRCA1 expr up: inconclusive; Menin MLL FP TR: -5%; FLuc counter: inconclusive; ELG1 genotox: 4%; RORg inh: 11%; Rab9 promoter act: 17%; VP16 counter: inconclusive; p53 reactivator: inconclusive

What do the screens show for `CCOC(=O)c1ccc(COC(=O)CNC(=O)CNC(=O)Cc2ccccc2)cc1`?
Giardia kill: 7; NPC1 promoter act: 1%; BRCA1 expr up: -13%; PKM2 activator: -8%; FLuc counter: 5%; ELG1 genotox: -2%; RORg inh: -2%; Rab9 promoter act: 2%; VP16 counter: 3%; p53 reactivator: -5%

How did Cc1ccc(-n2ncc3c(=O)n(-c4ccc(C)c(C)c4)c(-c4ccco4)nc32)cc1 do in these assays?
Giardia kill: -5; NPC1 promoter act: 1%; BRCA1 expr up: -85%[inhibitor]; Menin MLL FP TR: 0%; PKM2 activator: -8%; FLuc counter: 3%; ELG1 genotox: -13%; RORg inh: 4%; Rab9 promoter act: -1%; VP16 counter: 1%; p53 reactivator: -3%

What do the screens show for `O=C(NNC(=O)c1cccs1)c1ccc(Br)o1`?
Giardia kill: -8; NPC1 promoter act: 0%; BRCA1 expr up: 10%; Menin MLL FP TR: -9%; PKM2 activator: 1%; FLuc counter: 0%; ELG1 genotox: 0%; RORg inh: 0%; Rab9 promoter act: -3%; VP16 counter: -1%; p53 reactivator: 3%

What do the screens show for `O=C(COc1ccc(Cl)cc1Cl)Nc1nc2n(n1)C(c1ccccc1)CC(=O)N2` (centres undefined)?
Giardia kill: -3; NPC1 promoter act: -2%; BRCA1 expr up: -1%; Menin MLL FP TR: -10%; PKM2 activator: 0%; FLuc counter: inconclusive; ELG1 genotox: 10%; RORg inh: -13%; Rab9 promoter act: 9%; VP16 counter: -7%; p53 reactivator: 0%

What do the screens show for `Cc1cc(C)c(NC(=O)CN2C(=O)NC3(CCCCC3)C2=O)c(C)c1`?
Giardia kill: -12; NPC1 promoter act: -4%; BRCA1 expr up: -4%; Menin MLL FP TR: 7%; PKM2 activator: 1%; FLuc counter: 0%; ELG1 genotox: 2%; RORg inh: -23%; Rab9 promoter act: -4%; VP16 counter: 10%; p53 reactivator: -8%

How did O=C(c1ccc2nc(Cc3cccc(Cl)c3)oc2c1)N1CCOCC1 do in these assays?
Giardia kill: -7; NPC1 promoter act: inconclusive; BRCA1 expr up: inconclusive; PKM2 activator: inconclusive; FLuc counter: 17µM*; ELG1 genotox: inconclusive; RORg inh: inconclusive; Rab9 promoter act: inconclusive; VP16 counter: 20%; p53 reactivator: 23%
